LMNA splice mod: changes lamin A minigene splicing in HeLa cells. hit rate 0.01% among 200,000. HeLa LMNA splicing GFP/RFP minigene ratio, 48 h. Potency, µM (series often up to 46.1 µM), for the others: at the highest dose ratio change, negative = inhibition, actives largely listed as inhibitors; active = well fitted inhibition curve with a large enough effect in the signal ratio, with a control signal flat, not every such curve was filed as active; inconclusive = small, poorly fitted or top-dose-only effect, or effect the other way, or a change in a side signal; the % refers to the signal ratio
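Read-out is the ratio of GFP to DsRed2 object intensity, acquired by 488 nm laser-scanning cytometry on HeLa lamin A-EGFP minigene reporter cells. Compound incubation 48 hrs at 37 °C in Opti-MEM with 2% FBS; DMSO 0.5% final.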
The depositor's hits bear a star; [ ] = another dose, or the depositor's remark. % is scaled to controls: 0 for no effect and ±100 for the full control effect; potency is read from the fitted curve at half-maximal effect. An excerpt (hit frequency here may not be typical).

`Cc1cc(C)cc(C(=O)N2CC(=O)Nc3ccc(Br)cc3C2c2ccccc2)c1` (stereo not given) gave LMNA splice mod inconclusive.
Screening CC(=O)c1cc(-c2ccccc2)n(CCC(=O)Nc2cc(C)cc(C)c2)c1C returned LMNA splice mod inconclusive.
COc1ccc(N2CCN(c3csc4ccccc4c3=O)CC2)cc1 was read as LMNA splice mod inconclusive.
Screening COc1ccc(OC)c(NC(=O)Nc2cccc(OCc3cc(=O)n4cc(C)ccc4n3)c2)c1 returned LMNA splice mod inconclusive.
`Cc1csc2nc(-c3ccc(NS(=O)(=O)c4cc(F)ccc4F)cc3)cn12` gave LMNA splice mod inconclusive.
Cc1oc(-c2ccc(C(=O)NCc3ccccc3Cl)cc2)nc1CN1CCc2ccccc21 was read as LMNA splice mod 11.2%[46 µM].
`COc1ccc(C(=O)CN2C(=O)N(c3cc(C)cc(C)c3)S(=O)(=O)c3ccccc32)cc1` gave LMNA splice mod -3.9%[46 µM].
Screening Cc1nnc(SCC(=O)NCc2ccccc2F)c2nn(-c3ccc(Cl)cc3)c(C)c12 returned LMNA splice mod -7.5%[46 µM].
For Oc1c(C(c2ccc(F)cc2)N2CCCC2)sc2nc(-c3ccco3)nn12 (stereo not given) the results were LMNA splice mod inconclusive.
Screening CCOC(=O)c1ccc(Nc2c(-c3ccc(O)c(OC)c3)nc3nc[nH]n23)cc1 returned LMNA splice mod -8.8%[46 µM].
Screening COC(=O)c1scc(-c2ccc(C)cc2)c1S(=O)(=O)N1CCN(c2ccc(F)cc2)CC1 returned LMNA splice mod -12.3%[46 µM].
`Cc1ccc(-n2ncc(C(=O)N3CCN(C4CCCCC4)CC3)c2C2CCN(C(=O)OC(C)(C)C)CC2)cc1C` gave LMNA splice mod -0.5%[46 µM].

Structures shown so far that contain four or more nitrogen atoms:
Screening COc1ccc(OC)c(NC(=O)Nc2cccc(OCc3cc(=O)n4cc(C)ccc4n3)c2)c1 returned LMNA splice mod inconclusive.
Screening Cc1nnc(SCC(=O)NCc2ccccc2F)c2nn(-c3ccc(Cl)cc3)c(C)c12 returned LMNA splice mod -7.5%[46 µM].
For Oc1c(C(c2ccc(F)cc2)N2CCCC2)sc2nc(-c3ccco3)nn12 (stereo not given) the results were LMNA splice mod inconclusive.
Screening CCOC(=O)c1ccc(Nc2c(-c3ccc(O)c(OC)c3)nc3nc[nH]n23)cc1 returned LMNA splice mod -8.8%[46 µM].
`Cc1ccc(-n2ncc(C(=O)N3CCN(C4CCCCC4)CC3)c2C2CCN(C(=O)OC(C)(C)C)CC2)cc1C` gave LMNA splice mod -0.5%[46 µM].

Next section
For CCOc1ccccc1-c1nc(C(N)=O)c2c(n1)n(-c1ccc3c(c1)OCO3)c(=O)n2C the results were LMNA splice mod 14.6%[46 µM].
`CCOC(=O)c1[nH]c(C)c(CCC(=O)NCc2ccccc2)c1C` gave LMNA splice mod inconclusive.
For COC(=O)c1scc(-c2ccc(C)cc2)c1S(=O)(=O)Nc1cc(Cl)ccc1C the results were LMNA splice mod -22.9%[46 µM].
For Cc1ccc(CNC(=O)c2nnn(CC(=O)Nc3cc(C)ccc3C)c2N)cc1 the results were LMNA splice mod 3.9%[46 µM].
For COc1cc(NC(=O)Cn2c(=O)nc(-c3ccccc3F)c3cc(Cl)ccc32)cc(OC)c1 the results were LMNA splice mod -6.0%[46 µM].
`Cc1cn2c(=O)cc(COC(=O)c3cccc(NC(=O)c4ccccc4Cl)c3)nc2s1` gave LMNA splice mod 5.4%[46 µM].
Screening COc1cc2c(cc1OC)C(COc1ccc(F)cc1)N(C(=O)c1ccccc1F)CC2 (stereo not given) returned LMNA splice mod -21.5%[46 µM].
CCOC(=O)c1cnc(N2CCN(c3ccc(C)cc3C)CC2)c2ccccc12 was read as LMNA splice mod inconclusive.
`O=C(Nc1ccc(C(F)(F)F)cc1)c1cc(S(=O)(=O)N2CCCc3ccccc32)ccc1F` gave LMNA splice mod inconclusive.
For CCOc1ccc(-c2ccc(NS(=O)(=O)c3cc(C)c(C)cc3C)cc2)nn1 the results were LMNA splice mod -13.9%[46 µM].
For CCN(c1ncnc2c1cnn2-c1ccc(C)cc1)C1CCCCC1 the results were LMNA splice mod 1.2%[46 µM].
Screening COC(=O)c1sccc1S(=O)(=O)N(CC(=O)Nc1ccccc1F)c1ccccc1 returned LMNA splice mod -10.1%[46 µM].
Screening COc1ccc(-n2nc3c(c2NC(=O)C(=O)N2CCN(C)CC2)CSC3)cc1 returned LMNA splice mod 19.4%[46 µM].
`CC(=O)N(Cc1cccnc1)c1nc2c(C)c(C)ccc2s1` gave LMNA splice mod 20.5%[46 µM].
For O=C(NCCc1ccc(Cl)cc1)c1ccc2nc(Cc3ccccc3)oc2c1 the results were LMNA splice mod inconclusive.
COc1ccc(NC(=O)C2=C(C)Nc3c(C(=O)Nc4ccc(C)cc4)cnn3C2c2cc(OC)ccc2OC)cc1 (stereo not given) was read as LMNA splice mod 14.7%[46 µM].
Screening COc1ccc(CN2CCc3c(c(=O)n4ncc(C(=O)N5CCN(c6ccc(F)cc6)CC5)c4n3C)C2)cc1 returned LMNA splice mod 0.7%[46 µM].
`COc1ccc(S(=O)(=O)NCC(c2ccco2)N2CCN(c3ccccc3F)CC2)cc1C` (stereo not given) gave LMNA splice mod 5.0%[46 µM].
Screening Cc1c(C(=O)N(C)C)sc2c1c(=O)n(-c1ccccc1C(F)(F)F)c(=O)n2Cc1ccccc1C#N returned LMNA splice mod -3.7%[46 µM].
`COc1ccc(C(=O)Nc2nnc(SCc3cc(=O)c4cc(C)ccc4[nH]3)s2)cc1OC` gave LMNA splice mod -10.8%[46 µM].
For O=C(CCNS(=O)(=O)c1ccc2c(c1)CCCC(=O)N2)Nc1cccc(Cl)c1 the results were LMNA splice mod 7.7%[46 µM].
For COc1cccc(CNC(=O)c2c(C)oc3nc(C)nc(N4CCOCC4)c23)c1 the results were LMNA splice mod 18.5%[46 µM].
COc1ccc(Cl)cc1-n1cc(-c2ccccc2)nc1SCC(=O)Nc1ccc(C)cc1 was read as LMNA splice mod -13.5%[46 µM].
For COc1ccc(CCNC(=O)c2ccc3nc(CCc4ccccc4)oc3c2)cc1OC the results were LMNA splice mod inconclusive.
Screening CCOc1ccccc1CNC(=O)CN1C(=O)C2CCCCN2c2ccc(C(=O)N(C)C)cc21 (stereo not given) returned LMNA splice mod 10.8%[46 µM].
For COc1ccc(C(=O)Nc2cccc(C(=O)OCc3cc(=O)n4nc(C5CC5)sc4n3)c2)cc1 the results were LMNA splice mod inconclusive.
CCn1c(SCc2ccccc2C)nc(=O)c2c(C(=O)OC)cc(C3CC3)nc21 was read as LMNA splice mod inconclusive.
`CCOc1ccc(CNC(=O)C2CCN(S(=O)(=O)N3CCCCC3)CC2)cc1` gave LMNA splice mod -3.4%[46 µM].
For CCc1sc(Nc2ccc(C)cc2Br)nc1-c1cc2cccc(OC)c2oc1=O the results were LMNA splice mod -0.9%[46 µM].
`O=S(=O)(NCc1ccc(Cl)cc1)c1ccc(N2CCCCS2(=O)=O)cc1` gave LMNA splice mod 0.9%[46 µM].
CC(C)OCCCn1c(SCc2ccccc2C#N)nc2c(sc3ccccc32)c1=O was read as LMNA splice mod 1.3%[46 µM].
`Cc1ccc(-n2ncc(C(=O)Nc3ccc4c(c3)OCO4)c2C2CCN(C(=O)OC(C)(C)C)CC2)c(C)c1` gave LMNA splice mod -13.9%[46 µM].
`CCC(=O)Nc1cccc(OCc2cc(=O)n3cc(C)ccc3n2)c1` gave LMNA splice mod 4.6%[46 µM].
`Cc1cc(C)cc(-n2c(C)nc3cc(C(=O)NCc4ccc(F)cc4)ccc32)c1` gave LMNA splice mod inconclusive.
For Cc1oc2ncnc(N3CCCCC3)c2c1C(=O)Nc1cccc(Cl)c1C the results were LMNA splice mod -2.8%[46 µM].
Screening COc1ccc(N2CC(NC(=O)C3CCCCC3)CC2=O)cc1OC (stereo not given) returned LMNA splice mod 10.2%[46 µM].

Compounds listed so far that contain a tert-butyl group, in the order listed:
`Cc1ccc(-n2ncc(C(=O)N3CCN(C4CCCCC4)CC3)c2C2CCN(C(=O)OC(C)(C)C)CC2)cc1C` gave LMNA splice mod -0.5%[46 µM].
`Cc1ccc(-n2ncc(C(=O)Nc3ccc4c(c3)OCO4)c2C2CCN(C(=O)OC(C)(C)C)CC2)c(C)c1` gave LMNA splice mod -13.9%[46 µM].

New compounds follow:
CN(C)c1ccc(CNC(=O)C2CCN(c3nnc(-n4cccc4)s3)CC2)cc1 was read as LMNA splice mod 20.0%[46 µM].
`CCOc1cc(C2C(C(N)=O)=C(C)Nc3ncnn32)cc(Br)c1O` (stereo not given) gave LMNA splice mod 5.0%[46 µM].
For Cc1nn2c(C)c(C(=O)NCCc3ccccc3)cnc2c1-c1ccccc1 the results were LMNA splice mod -12.3%[46 µM].
For CCOC(=O)c1c(C)oc2ccc(N(C(=O)c3ccncc3)S(=O)(=O)c3ccc(Br)cc3)cc12 the results were LMNA splice mod inconclusive.
For COc1ccc(CNS(=O)(=O)c2cnc(N)nc2)c(OC)c1 the results were LMNA splice mod -9.2%[46 µM].
`O=C(Cn1c(SCC(=O)Nc2ccc(F)cc2)nc2ccccc21)NCc1ccccc1Cl` gave LMNA splice mod inconclusive.
`COc1ccc(S(=O)(=O)NCCc2csc3nc(-c4ccccc4)nn23)cc1OC` gave LMNA splice mod 17.7%[46 µM].
`Cc1cccc(NC(=O)CSc2nc3c([nH]c4ccccc43)c(=O)n2-c2cc(C)cc(C)c2)c1` gave LMNA splice mod inconclusive.
`Cc1nc2cc(C(=O)NCCC3=CCCCC3)ccc2n1-c1ccc(Br)cc1` gave LMNA splice mod inconclusive.
For O=C(NCCc1ccccc1)c1cnc2sc(N3CCCCCC3)nn2c1=O the results were LMNA splice mod 4.3%[46 µM].
`COc1ccccc1NC(=O)C1=C(C)Nc2c(C(=O)Nc3cccc(C)c3)cnn2C1c1ccccc1Cl` (stereo not given) gave LMNA splice mod 14.4%[46 µM].
`Cc1ccc(C)c(-n2cc(-c3ccccc3)nc2SCC(=O)Nc2ccccc2)c1` gave LMNA splice mod -9.4%[46 µM].
Screening CCc1ccc(NC(=O)c2cc3c(=O)n(Cc4cccnc4)ccc3nc2C)cc1 returned LMNA splice mod 5.8%[46 µM].
O=S(=O)(NCc1nc2cccnc2n1Cc1ccc(F)cc1)c1ccc(Cl)s1 was read as LMNA splice mod -2.8%[46 µM].
`CC1=C(C(=O)Nc2ccccc2)C(c2ccc(C(=O)O)cc2)n2ncnc2N1` (stereo not given) gave LMNA splice mod inconclusive.
For Cc1c(Cl)cccc1NC(=O)N1CCN(C(=O)c2nsc3ccccc23)CC1 the results were LMNA splice mod -1.6%[46 µM].
Screening CCOC(=O)c1ccc(CN(Cc2ccc(F)cc2)S(=O)(=O)c2ccc(F)c(C(=O)Nc3ccc(Cl)cc3F)c2)cc1 returned LMNA splice mod inconclusive.
For O=C(CSc1nc2c([nH]c3ccccc32)c(=O)n1-c1cccc(Cl)c1)NCC1CCCO1 (stereo not given) the results were LMNA splice mod -1.3%[46 µM].
For Cc1c(Cl)ccc2sc(NC(=O)c3ccc(S(=O)(=O)N4CCCC4)cc3)nc12 the results were LMNA splice mod 12.0%[46 µM].
Screening COc1ccc2c(c1)CC(C(=O)NCc1ccc(F)cc1)CO2 (stereo not given) returned LMNA splice mod 20.7%[46 µM].
Screening CC(=O)N1CCCc2cc(S(=O)(=O)N3CCN(c4cccc(C(F)(F)F)c4)CC3)ccc21 returned LMNA splice mod inconclusive.
COc1ccc(Cl)cc1S(=O)(=O)N1CCN(Cc2cccc(F)c2)CC1 was read as LMNA splice mod -12.0%[46 µM].
COCCn1c(=NC(=O)c2ccc3c(c2)OCCO3)sc2cc(C(=O)OC)ccc21 was read as LMNA splice mod -1.6%[46 µM].
Screening COc1ccccc1C(=O)Nc1nc2ccc(S(=O)(=O)N3CCCC3)cc2s1 returned LMNA splice mod inconclusive.
Screening CC1CCN(S(=O)(=O)c2ccc3c(c2)CCN3)CC1 returned LMNA splice mod -10.7%[46 µM].
`O=C(CCC(=O)N1CC2CCCN2c2ccccc21)NCc1ccc(F)cc1` (stereo not given) gave LMNA splice mod 6.3%[46 µM].
Cc1ccc(C)c(CNC(=O)c2ccc3c(c2)nc2n3CCC(C)C2)c1 (stereo not given) was read as LMNA splice mod inconclusive.
CCOC(=O)c1ccc(NC(=O)Cn2cnc3sc(C(=O)OCC)c(C)c3c2=O)cc1 was read as LMNA splice mod -5.3%[46 µM].
`COc1ccc(NC(=O)CCc2c(C)nn(-c3ccc(N4CCCC4)nn3)c2C)cc1Cl` gave LMNA splice mod -4.0%[46 µM].
For CCOc1ccc(CN2C(=O)c3ccccc3C2C(=O)NCCc2ccc(OC)c(OC)c2)cc1 (stereo not given) the results were LMNA splice mod inconclusive.
For Clc1ccccc1CN1CCc2nc(N3CCN(c4ncccn4)CC3)ncc2C1 the results were LMNA splice mod 12.1%[46 µM].
COc1ccc(NC(=O)c2nn(C)c3c2CSc2ccc(C)cc2-3)cc1OC was read as LMNA splice mod -3.8%[46 µM].
COc1ccc(C(=O)Nc2ccc3c(c2)N(C2CCCC2)C(=O)c2ccccc2S3)cc1OC was read as LMNA splice mod inconclusive.
For O=C(/C=C\c1ccc2c(c1)OCO2)NC1CC(=O)N(c2ccccc2)C1 (stereo not given) the results were LMNA splice mod inconclusive.
`CCN(Cc1ccccc1)S(=O)(=O)c1ccc(F)c(C(=O)Nc2cc(C)ccc2OC)c1` gave LMNA splice mod 6.5%[46 µM].
`Cc1ccc(-c2c(C)n3c4c(=O)n(C)c(=O)n(C)c4nc3n2CCO)cc1` gave LMNA splice mod 15.3%[46 µM].

High-throughput results as filed in PubChem.
